Compound activity: PubChem, The Scripps Research Institute Molecular Screening Center
HTRA1 inhibitor = HTRA1 (human) protease inhibition. inhibition, % at 5.96 µM. actives 0.5% (n = 340,000). recombinant HTRA1, FP-rhodamine activity-based probe, fluorescence polarization. Q92743; in the data active = inhibition above about 36%;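 note: 0% = enzyme with DMSO and 100% = wells lacking enzyme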
Target sequence (Q92743 whole entry, looked up): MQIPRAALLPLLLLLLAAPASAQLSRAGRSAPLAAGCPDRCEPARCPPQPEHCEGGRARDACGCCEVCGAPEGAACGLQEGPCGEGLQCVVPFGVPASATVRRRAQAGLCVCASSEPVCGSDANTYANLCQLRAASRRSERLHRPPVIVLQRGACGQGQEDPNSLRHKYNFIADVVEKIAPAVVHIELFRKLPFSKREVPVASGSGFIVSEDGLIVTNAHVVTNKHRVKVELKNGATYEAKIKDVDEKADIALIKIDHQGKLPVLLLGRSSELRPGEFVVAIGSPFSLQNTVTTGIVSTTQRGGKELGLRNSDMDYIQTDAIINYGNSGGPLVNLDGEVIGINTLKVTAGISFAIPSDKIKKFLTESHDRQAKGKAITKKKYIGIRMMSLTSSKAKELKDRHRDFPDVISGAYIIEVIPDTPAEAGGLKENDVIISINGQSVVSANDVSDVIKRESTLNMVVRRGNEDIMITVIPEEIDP
PRMT1 inh = PRMT1 (human) inhibition, primary screen. recombinant PRMT1, activity-based probe fluorescence polarization. inhibition, % at 2.79 µM. actives 1.3% (n = 370,000);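 active = inhibition above about 21% made by adding two undisclosed values, limit read from the data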
Target sequence (Q99873 whole entry, looked up): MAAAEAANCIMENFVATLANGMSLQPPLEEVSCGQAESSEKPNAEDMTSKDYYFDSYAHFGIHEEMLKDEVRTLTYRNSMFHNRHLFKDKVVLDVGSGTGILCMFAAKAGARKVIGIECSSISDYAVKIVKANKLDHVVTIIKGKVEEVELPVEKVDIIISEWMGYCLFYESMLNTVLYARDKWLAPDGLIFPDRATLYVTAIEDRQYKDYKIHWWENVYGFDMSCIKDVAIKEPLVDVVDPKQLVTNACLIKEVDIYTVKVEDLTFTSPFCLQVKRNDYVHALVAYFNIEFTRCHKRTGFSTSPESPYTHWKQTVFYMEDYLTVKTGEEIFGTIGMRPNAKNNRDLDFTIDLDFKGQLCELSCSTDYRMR
PG9 Ab binder = binds the HIV-1 gp120 antibody PG9 | TR-FRET gp120-PG9 antibody binding | inhibition, % at 6.7 µM | actives 0.43% (n = 360,000) | AID 624416; in the data active = inhibition above about 8.5%
ABHD4 inh = inhibits mouse alpha/beta hydrolase domain 4; Q8VD66; purified mABHD4, FP-Rh probe fluorescence polarization; inhibition, % at 8.92 µM; actives 0.54% (n = 370,000); AID 720543;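 active = inhibition exceeding the mean over every tested compound plus 3 SD, cut at about 30% in these data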;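 note: 0% = plate median of compound wells and 100% = S159A mutant with DMSO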
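Test system: mouse ABHD4 enzyme, wild type. Reagent: FP-Rh fluorescent activity-based probe, added after compound pre-incubation. Timing: pre-incubation 45 min, probe exposure 60 min, at 25 °C. Technique: FP readout, ex 525 nm / em 598 nm. Benchmarks: high control S159A mutant with DMSO, low control median of compound wells.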
TCR-CD3 inh = inhibitors of human TCR-CD3 interaction. TAMRA-labeled TCR probe fluorescence, biochemical. inhibition, % at 9.4 µM. actives 0.37% (n = 360,000); in the data active = inhibition above about 19%;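 note: recombinant mutant TCR 2C K166C tagged with TAMRA read by polarization; 0% = receptor in buffer alone and 100% = receptor with positive control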
DDE Tn7 FP inh = DD(E)-Tn7 binding inhibition, primary FP screen; FP displacement of FITC-Tn7 peptide from fibrin DD(E); 0% = median of compound wells per plate; inhibition, % at 8.3 µM; actives 0.13% (n = 370,000); AID 720508;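 active = inhibition above the mean of compounds falling within the control limits plus 3 SD of them, cut at about 14% in these data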;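 note: 0% = plate median of compound wells and 100% = 10 µM Aha-Tn7 peptide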
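assay system = human clot-derived fibrin DD(E) complex | quantity = Fibrin-DD(E) at 2 µM final | timing = 10 min preincubation, 3 h with tracer, room temperature | signal = fluorescence polarization | measure = percent inhibition | benchmarks = high control wells with 10 µM unlabelled Aha-Tn7 peptide (full inhibition) | replicates = singlicate testing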
TDP2 absorb = blocks human TDP2 phosphodiesterase activity | O95551 | recombinant TDP2, T5PNP hydrolysis, p-nitrophenol absorbance 415 nm | actives 0.34% (n = 370,000) | inhibition, % at 12.8 µM | AID 720702;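 active = inhibition above the mean of all tested compounds plus 3 SD, set per campaign, cut at about 25% in these data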;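 note: 0% = DMSO with enzyme and 100% = buffer with substrate but no TDP2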
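test system = human TDP2 enzyme | input = TDP2 enzyme at 120 nM final | medium = 50 mM Tris-HCl pH 7.5 with Mg2+, KCl, DTT, BSA | also added = T5PNP substrate, 5 mM | times = 2 h at 37 °C | technique = epi absorbance | benchmarks = high control without enzyme, low control DMSO plus TDP2 | replication = each compound tested once, singlicate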
LEDGF integ inh = blocks HIV-1 LEDGF/p75-dependent DNA integration | TR-FRET IN-LEDGF/p75 DNA integration, Eu/Cy5 | actives 0.64% (n = 370,000) | inhibition, % at 3.7 µM;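 active = inhibition above the screen-wide mean plus 3 SD, cut at about 13% in these data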;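 note: signal is the Cy5 over europium emission ratio at 671 and 618 nm; 0% = plate median of compound wells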
SIAE primary = inhibitors of human sialic acid acetylesterase SIAE; SIAE FP-Rh probe binding, fluorescence polarization; inhibition, % at 9.66 µM; AID 1053197; actives 0.69% (n = 370,000);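 active = inhibition above a cutoff: mean of compounds within the control limits plus 3 SD of those, cut at about 17% in these data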;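 note: 0% = plate median of compound wells and 100% = probe without SIAE protein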
UHRF1 binding = human UHRF1 methylated DNA binding inhibitors. Q96T88. UHRF1 binding to methylated oligo, TR-FRET. inhibition, % at 4.4 µM. actives 0.75% (n = 370,000); in the data active = inhibition above about 21%;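 note: UHRF1 SRA domain binding a hemimethylated CpG hairpin DNA probe; 0% = median of test compound wells and 100% = reference inhibitor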
* = called active by the depositor; . = not tested or not shown.

SMILES	HTRA1 inhibitor	PRMT1 inh	PG9 Ab binder	ABHD4 inh	TCR-CD3 inh	DDE Tn7 FP inh	TDP2 absorb	LEDGF integ inh	SIAE primary	UHRF1 binding
O=C(Nc1cccc(-c2nc3ncccc3o2)c1)c1ccc2c(c1)OCO2	1	-3	-0.2	0	6	10	13	2	5	-4
COC(=O)C1CCN(C(=O)COC(=O)CC(NC(N)=O)c2ccc(Cl)cc2)CC1 (configuration not stated)	6	0	1.4	0	6	-1	-4	-2	4	2
O=C(CSc1ccc(Cl)cc1)NCc1ccco1	2	3	1.0	-4	-12	3	-9	-4	-5	-1
O=C(Oc1cccc2ccccc12)c1ccccc1	-15	8	-1.7	1	-2	-1	7	0	7	0
CC(=O)c1ccc(NC(=O)C[n+]2cccc(C)c2)cc1	-5	0	1.6	10	4	0	-6	0	6	1
CCOC(=O)C1=C(C)NC2=C(C(=O)c3ccccc32)C1c1cccnc1 (configuration not stated)	4	6	-7.8	23	-7	-5	2	-10	9	2
CSc1ccc(C(=O)C2CCCN(C(=O)c3ccc4c(c3)no[n+]4[O-])C2)cc1 (configuration not stated)	7	1	0.3	3	6	-5	2	4	-1	-1
COCc1cn(CC(=O)c2sc(NC(=O)C(C)(C)C)nc2C)nn1	.	-1	-0.2	12	5	-5	8	-1	1	-1
CCOC(=O)C1CCN(C(=O)c2n[nH]c(=O)c3ccccc23)CC1	7	2	0.3	6	-1	3	-2	0	-1	4
COc1ccc(CN2CCCC(C(=O)N3CCCCC3)C2)cc1 (configuration not stated)	1	-3	-1.4	11	5	-7	0	4	0	-1
O=C(NCC(c1cccnc1)N1CCOCC1)NC1CCCCC1 (configuration not stated)	3	-1	2.2	6	-2	3	14	0	-2	0
CSc1ncccc1C(=O)OCC(=O)N(CC(C)C)C1CCS(=O)(=O)C1 (configuration not stated)	-4	1	-1.7	12	3	8	11	0	10	0
CCOC(=O)N1CCC(n2c(SCC(=O)N3CCC(C)CC3)nc3ccccc3c2=O)CC1	-17	-1	-0.8	6	-5	7	14	-1	-3	-1
COc1ccc(S(=O)(=O)CC2(O)CCN(C(=O)CC(C)C)CC2)cc1	4	1	-2.2	2	0	3	11	-3	-5	-1
O=C(CCn1c(=O)oc2ccccc21)NCc1ccco1	2	-5	-1.6	-1	0	-12	-10	5	0	2
COCCN1CCN(C(=O)C2CCC(=O)N(Cc3ccccc3OC)C2)CC1 (configuration not stated)	4	0	-1.2	-8	5	-2	10	1	3	-2
Cc1c(Cl)cnc(NC(=O)COC(=O)[C@H](C)NC(=O)c2ccccc2)c1Cl	1	9	-0.9	10	5	2	-5	-1	-3	18
COc1cccc(S(=O)(=O)N2CCN(c3ccccc3F)CC2)c1	-1	0	-0.1	4	4	-1	1	1	7	4
CCOC(=O)c1c(NC(=O)CSC(=S)N(C)C)sc(C)c1C	-7	-3	-0.1	0	0	-2	-2	2	5	3
CCOc1cc(C2NC(=O)NC2=O)ccc1O (configuration not stated)	-3	3	-1.6	-6	-5	-6	-26	0	6	3
Cc1cc(=O)oc2cc(OC(C)C(=O)Nc3ccc(C(N)=O)cc3)ccc12 (configuration not stated)	5	0	1.9	-2	6	3	-4	-1	3	0
COc1cc(C=NN=c2sc3ccccc3n2C)ccc1OCCO	.	-5	-0.8	3	1	0	4	3	-2	-3
COc1ccccc1OCC(=O)NCCS(=O)(=O)N1CCN(c2ccccc2)CC1	2	0	-1.6	-11	8	7	-16	7	-11	6
CSc1ccccc1C(=O)NCc1ccc(C)cc1	7	1	-0.3	-3	1	-1	6	3	8	9
CCNC(=O)NC(=O)C(C)Sc1nnc(COc2ccccc2Cl)o1 (configuration not stated)	-2	-1	-0.3	2	4	-1	0	1	29*	0
CCOC(=O)c1nc(Nc2ccccc2)c2ccccc2n1	-10	0	-3.9	3	2	1	2	2	-4	-1
c1ccc2c(CCNc3ncnc4nc[nH]c34)cccc2c1	-9	3	-0.5	1	-3	5	8	1	-15	2
CC(C)C(O)(C#CCN1CCCC1)c1ccccc1 (configuration not stated)	-2	0	3.6	1	0	2	-9	2	3	20
Cc1csc(NC(=O)c2ccc(N3CCCC3=O)cc2)n1	-10	0	-0.3	0	2	6	3	-2	2	0
Cc1ccc(C(C)C)cc1OCC(=O)NC1CCCCCCC1	-15	-1	-1.9	-1	3	-5	-19	2	0	3
O=[N+]([O-])c1ccc(/C=N/n2c(COc3ccccc3)n[nH]c2=S)cc1	0	9	-0.4	4	2	-4	1	1	3	1
CC(=O)C1=CCC(c2cccc(Cl)c2)N(S(=O)(=O)c2ccc(C)cc2)C1 (configuration not stated)	.	1	0.3	-8	4	4	-6	-2	-6	1
COc1cc(/C=N/n2c(C3CCCCC3)n[nH]c2=S)cc(OC)c1O	2	10	-1.6	-8	-13	0	-4	0	0	1
CN(CC(=O)NC1CCCCC1)S(=O)(=O)c1ccc2c(c1)c(=O)n(C)c(=O)n2C	8	2	-1.8	0	13	6	-6	-7	0	0
O=C(CCc1nc2ccccc2c(=O)[nH]1)OCC(=O)N1CCc2ccccc21	-5	-1	-1.8	-6	-7	0	-21	0	0	-1
CCOC(CN=c1nc(N(C)C)ss1)OCC	5	1	1.6	-2	-9	3	11	-2	7	-13
Cc1ccc(NC(=O)CCS(=O)(=O)c2ccc3nc(C)sc3c2)c(C)c1	.	1	-0.6	2	8	7	2	-2	-4	-1
CCCCc1nn(-c2cc(Cl)ccc2OC)c2c1C(=O)CC(C)(C)C2	-27	-2	-0.7	-3	4	2	-2	-4	0	-2
N#CCCN(C(=O)CSc1nc2ccccc2c(=O)[nH]1)c1ccc(F)cc1	12	0	-0.1	-4	1	-4	-9	2	-6	1
Cn1ccc2c(-c3cccnc3)cc3c(c21)C1CCC3C1 (configuration not stated)	.	0	-3.1	4	3	11	0	-3	2	2
Nc1ncnc2c1ncn2[C@@H]1O[C@H](C(=O)N[C@H]2c3ccccc3C[C@H]2O)[C@@H](O)[C@H]1O	.	1	-0.9	2	3	-5	-5	3	15	0
O=c1[nH]c(-c2ccc(-c3cccc(Cl)c3)o2)nc2ccccc12	-22	2	2.0	-4	-4	5	7	-1	-8	-3
O=C(CCCNC(=O)c1ccc(Cl)cc1)Nc1ccc(Br)cc1	-10	-2	0.1	-6	0	3	8	3	-9	-1
COc1ccc(NC(=S)N2CCN(S(=O)(=O)c3ccc(F)cc3)CC2)cc1OC	0	-2	-0.7	-2	12	1	6	1	1	-1
COCCn1c(SCC(=O)Nc2cccc(OC)c2)nnc1-c1ccccc1	-4	1	-1.4	5	9	-3	-7	-1	1	0
CN(CC(=O)Nc1ccccc1Cl)CC(=O)Nc1cccc2ccccc12	-1	3	-0.1	-1	-8	1	13	-1	6	3
C=CCN=C1NC(c2ccccc2)C(C(=O)OC)=C(C)N1Cc1ccc(C(F)(F)F)cc1 (configuration not stated)	.	-4	-0.2	14	-3	-6	-8	2	4	1
O=S(=O)(c1ccccc1)N1CCN(c2cc(-c3ccccc3)nc3ncnn23)CC1	-2	1	-0.5	5	1	5	9	-1	5	0
CCC1C(=O)Nc2ccccc2N1C(=O)c1ccc(Cl)nc1 (configuration not stated)	8	-3	-3.9	0	2	-4	1	1	0	0
CCOC(=O)c1cc([N+](=O)[O-])sc1NC(=O)c1ccc(S(=O)(=O)N2CC3(C)CC2CC(C)(C)C3)cc1 (configuration not stated)	0	2	0.8	1	-11	3	-4	-3	0	3
O=C(c1ccc(SCc2cccc(Br)c2)c([N+](=O)[O-])c1)N1CCN(c2ccccn2)CC1	-1	-1	0.4	8	-1	5	-9	-5	4	-2
N[C@@H](Cc1ccc(O)cc1)c1nnc([C@H](CCC(=O)O)NC(=O)C2CCNCC2)o1	2	-4	0.4	7	3	0	-6	-2	10	-4
CCc1nnc(NC(=O)CSc2nnc(Cc3cccn3C)n2CCOC)s1	-4	4	-0.3	1	2	-8	9	2	0	0
Cc1ccc(C)n1NC(=O)c1ccco1	15	3	0.5	1	11	-8	-15	12	5	2
COC(=O)c1sccc1NC(=O)c1cccc(Cl)c1	-18	-4	-0.1	-7	-2	-7	-21	0	3	4
CCOC(=O)C1=C(C)NC(C)=C(C(=O)OCC)C1C(=O)OCC(=O)NCc1ccccc1OC	3	-1	-0.3	-1	14	0	6	-1	-3	0
COc1cccc(NC2=Nc3cccc4cccc2c34)c1	-20	-1	-3.4	6	1	2	-2	-1	4	-3
CC(C)Cc1nc(N2CCN(C(=O)c3ccco3)CC2)c(C#N)c2c1CCC2	-25	-1	0.3	-7	-4	-2	-1	5	1	2
CSc1nc(N(C)NC(=O)c2cccc(C)c2)c2ccccc2n1	-9	-3	0.2	3	-3	1	2	0	3	0
Cc1cc(C)n(-c2ccc(C(=O)Nc3ccc(C)c(S(=O)(=O)N(C)C)c3)cc2)n1	-15	-1	-2.6	-7	4	2	9	0	4	-2

Other records follow.
SMILES	HTRA1 inhibitor	PRMT1 inh	PG9 Ab binder	ABHD4 inh	TCR-CD3 inh	DDE Tn7 FP inh	TDP2 absorb	LEDGF integ inh	SIAE primary	UHRF1 binding
CC(C)CC(OC(=O)c1nsc(Cl)c1Cl)C(=O)NCc1cccs1 (configuration not stated)	-7	-1	-2.3	-1	-3	2	6	1	-1	-2
CC(C)N(C(=S)NCc1ccccc1)C(C)C	-2	-1	2.4	5	3	-2	5	4	4	-2
COc1ccccc1C(=O)OCC(=O)Nc1cc(S(=O)(=O)N2CCOCC2)ccc1N1CCCC1	-4	7	-2.2	1	-1	-5	-5	-4	0	4
COc1cc(N)c(Cl)cc1NC(=O)c1ccccc1	1	0	-1.0	6	-4	-7	2	0	2	1
CCOc1ccc(N2CC(C(=O)NCCN3C(=O)S/C(=C\c4cccnc4)C3=O)CC2=O)cc1 (configuration not stated)	2	3	0.6	2	3	-7	-11	-1	-2	-1
O=C(Cn1cncn1)N/N=C/c1cc([N+](=O)[O-])ccc1O	10	2	-0.4	9	-8	1	-16	-7	-8	0
O=C(Nc1nc2ccc(F)cc2s1)C1=COCCO1	-14	1	1.6	-4	-2	2	-8	2	9	-2
Clc1ccc(CN2CCN(N=Cc3cccc(OCc4ccccc4)c3)CC2)cc1	.	-10	.	-4	.	-6	-7	5	3	0
O=C(Nc1ccccc1)c1ccc(NC(=O)c2cccs2)cc1	-9	1	-17	5	3	-2	15	-4	0	0
